Source: PubChem BioAssay (National Center for Advancing Translational Sciences (NCATS))
FEN1 inhibitor: inhibitors of human flap endonuclease 1; Recombinant FEN1 flap cleavage, fluorescence, 15 min; Potency, µM (highest dose often 114 µM), without a hit: top-dose activity change, negative = inhibition, usual class: inhibitors; P39748; AID 588795; 390,000 tested, 0.35% active; further: nearly all actives have a fitted effect of over 65% in size
Target sequence (P39748 whole entry, looked up): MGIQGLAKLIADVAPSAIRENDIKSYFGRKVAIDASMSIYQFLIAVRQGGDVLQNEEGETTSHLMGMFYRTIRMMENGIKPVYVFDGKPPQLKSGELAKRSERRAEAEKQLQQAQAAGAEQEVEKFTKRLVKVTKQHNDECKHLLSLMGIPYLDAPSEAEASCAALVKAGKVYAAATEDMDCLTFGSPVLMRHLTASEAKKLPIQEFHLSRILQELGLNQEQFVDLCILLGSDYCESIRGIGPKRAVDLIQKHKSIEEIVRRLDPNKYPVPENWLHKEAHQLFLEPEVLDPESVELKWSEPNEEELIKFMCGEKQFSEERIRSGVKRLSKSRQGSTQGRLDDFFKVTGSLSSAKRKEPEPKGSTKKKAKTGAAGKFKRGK
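Concentration–response screening of FEN1 (10 nM): 15 min compound preincubation at room temperature, reaction started with 50 nM substrate and read at 0 and 15 min. Corrected, normalized data were fitted by a four-parameter Hill equation.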
TDP1 cell CPT: growth inhibition of DT40 Tdp1-/-;hTDP1 cells with camptothecin (screen for TDP1 inhibitors) | chicken DT40 Tdp1-/-;hTDP1 cells + 20 nM CPT, ATP luminescence, 48 h | Potency, µM (highest dose often 46.2 µM), for inactives: top-dose activity change, negative = growth inhibition, actives largely listed as inhibitors | 420,000 tested, 12% active; further: nearly all actives have a fitted effect of over 55% in size
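Chicken DT40 Tdp1-/- cells stably complemented with human TDP1 were seeded at 400 cells/well in medium containing 20 nM camptothecin, exposed to pin-transferred compounds, and grown at 37 °C for at least 48 hr. Viability was read as ATP luminescence.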
N370S GC mod: inhibitors or activators of N370S glucocerebrosidase for Gaucher disease; 330,000 tested, 0.092% active; N370S GC spleen homogenate, 4MU-glucoside fluorescence; Potency, µM (series often up to 59.4 µM), for the others: at the highest dose activity change, negative = inhibition, actives largely listed as inhibitors; P04062;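 further: 0% = full enzyme activity and -100% = no enzyme basal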
* hit, by the source's call; ? = inconclusive; . = not tested or not shown; [ ] = dose if it differs, or a comment. The call rests on the fitted dose curve; in most records, active means well fitted curve in the direction sought with a large enough effect; inconclusive means small, poorly fitted or top-dose-only effect, or another doubt; inactive means no such curve, though single readings can be large; an effect the other way counts as inactive or inconclusive. Unless noted, on the % scale 0 is the no-effect control and ±100 the full control effect; potency means the concentration at half of the fitted maximal effect.

Order of values – FEN1 inhibitor	TDP1 cell CPT	N370S GC mod
#1 Cc1ccc([C@H]2C(C(=O)O)=CC[C@@H](c3ccc4c(c3)OCO4)N2S(=O)(=O)c2ccc(C)cc2)cc1
  -5%	-23%	.
#2 CC1CCCN(C(=O)c2cccc(S(=O)(=O)N3CCCC3)c2)C1 (stereo unspecified)
  -4%	-19%	.
#3 COc1cc(S(=O)(=O)NCc2ccccc2Cl)ccc1-n1cnnn1
  -4%	-16%	0%
#4 NC(=O)c1ccc(NC(=O)COC(=O)c2cc3ccccc3cc2O)cc1
  0%	1%	.
#5 CC(NS(=O)(=O)c1ccc(Br)cc1)C(=O)NCc1ccco1 (stereo unspecified)
  1%	-2%	11%
#6 O=C(O)CN1C(=O)c2ccc(Oc3ccc([N+](=O)[O-])cc3)cc2C1=O
  5%	2%	-5%
#7 Cc1ccc2c(cnn2C(=O)CCC(=O)N2CCCCC2)c1
  -10%	-7%	-9%
#8 COc1ccccc1C(=O)Nc1c2c(nn1-c1cccc(C)c1C)CS(=O)(=O)C2
  9%	?	-15%
#9 CCOc1ccc(-n2c(=O)c3c(C)c(C)sc3n(Cc3ccccc3C)c2=O)cc1
  -3%	-7%	.
#10 CNC(=O)C(=O)NCC(c1ccc2c(c1)OCO2)N1CCOCC1 (stereo unspecified)
  20%	1%	.
#11 O=c1oc2cc(S(=O)(=O)NCCCO)ccc2c2ccc(S(=O)(=O)NCCCO)cc12
  -13%	0%	-5%
#12 CCC(C(=O)N1CCCC1)n1nc(C)c2c(C)n(-c3ccccc3)nc2c1=O (stereo unspecified)
  36%[activator]	-4%	-23%
#13 COc1ccc(-c2cccc(C(=O)Nc3ccc(C)cc3)c2)cc1
  -11%	-19%	-4%
#14 COc1ccc(C(=O)NCC(=O)OCC(=O)N2CC(C)OC(C)C2)cc1OC (stereo unspecified)
  6%	-7%	.
#15 CC(=O)Nc1ccc(NC(=O)CSc2cn(CC(=O)N(C(C)C)C(C)C)c3ccccc23)cc1
  -5%	-29%	.
#16 Cc1ccc(S(=O)(=O)N2CCOC2CNC(=O)C(=O)NCc2ccccn2)cc1 (stereo unspecified)
  -1%	-2%	-9%
#17 CCc1ccc(NC(=O)CNC(=O)c2nn(-c3ccc(OC)cc3)c(=O)c3ccccc23)cc1
  5%	?	-4%
#18 CCOc1ccc(CCNC(=O)COC(=O)CSc2ccc(C)cc2)cc1OCC
  -11%	1%	-4%
#19 CC(=O)c1cccc(NC(=O)C2CCN(S(=O)(=O)c3ccc4c(c3)oc(=O)n4C)CC2)c1
  17%	-22%	.
#20 Cc1ccc(NC(=O)Cn2nnc3ccccc32)c(C)c1
  0%	3%	2%
#21 O=C(Cn1nc(-c2ccccc2)ccc1=O)Nc1ccc(-n2cnnn2)cc1
  -23%	?	5%
#22 COC(=O)c1ccc(COc2ccc3c(c2)CCC3)o1
  -4%	15%	1%
#23 COc1ccc(CN2CCN(C(=O)CCC(=O)Nc3nnc(C(F)(F)F)s3)CC2)cc1F
  -5%	-27%	-13%
#24 Cc1cc(Cl)ccc1OC(C)C(=O)NNC(=O)C1CCCCC1C(=O)O (stereo unspecified)
  17%	-28%	4%
#25 C[C@H](NC(=O)C1CCN(S(=O)(=O)c2ccccc2)CC1)C(=O)NCc1ccccc1
  1%	-11%	9%
#26 Cn1nc(/C=C/c2ccccc2)ccc1=O
  -9%	-1%	7%
#27 COc1ccc(S(=O)(=O)N(C)C)cc1NC(=O)CN1CCN(C(=O)C2CC2)CC1
  5%	?	.
#28 CC(Oc1ccc2c3c(c(=O)oc2c1)CCC3)C(=O)NCc1cccnc1 (stereo unspecified)
  5%	-13%	12%
#29 NC(=O)c1cc2ccncc2c2ccccc12
  -17%	13µM*	4%
#30 CCC(=NC(CC)CO)C1=C(O)CC(C)(C)CC1=O (stereo unspecified)
  0%	-1%	2%

The list goes on, overlapping the part above by two compounds.
Order of values – FEN1 inhibitor	TDP1 cell CPT	N370S GC mod
#29 NC(=O)c1cc2ccncc2c2ccccc12
  -17%	13µM*	4%
#30 CCC(=NC(CC)CO)C1=C(O)CC(C)(C)CC1=O (stereo unspecified)
  0%	-1%	2%
#31 COC(=O)c1c(-c2ccc3ccccc3c2)csc1NC(=O)Cc1ccc(OC)c(OC)c1
  -1%	-74%	0%
#32 CC(C)NS(=O)(=O)c1ccc2c(c1)oc(=O)n2C
  18%	-17%	-2%
#33 Cc1ccc(NC(=O)C(Cc2ccccc2)NS(=O)(=O)c2ccc3c(c2)oc(=O)n3C)cc1F (stereo unspecified)
  3%	-10%	.
#34 Cn1cccc1/C=N/n1cnnc1
  -3%	-14%	4%
#35 Cc1cc(C(=O)N2CCN(c3ncccn3)CC2)c(C)o1
  -15%	13µM*	2%
#36 Cc1cnn(CCC(=O)NNC(=S)NCC(C)C)c1
  14%	?	8%
#37 COc1ccc(S(=O)(=O)NC(C)c2ccccc2)cc1C(=O)N1CCCCC1 (stereo unspecified)
  1%	-21%	-1%
#38 O=C(Cc1c(F)cccc1Cl)N/N=C/c1cccs1
  -2%	?	24%
#39 Cc1ccc(-n2c(SCC(=O)NCc3ccco3)nc3sc4c(c3c2=O)CC(C)(C)SC4)cc1
  -8%	6%	4%
#40 Cc1ccc2nc(C)c(C(=O)O)cc2c1
  0%	-2%	18%
#41 CCOC(=O)C(CC)(CC)C(=O)/C=C/c1ccc(OC)cc1
  0%	?	13%
#42 COc1ccc(C(=O)NC(=S)Nc2ccc3c4c(cccc24)CC3)cc1OC
  2%	?	4%
#43 Cn1cc(Br)c(C(=O)Nc2sc3c(c2C(N)=O)CCCC3)n1
  -7%	?	-2%
#44 Cc1ccc(NC(=O)N2CCCN(Cc3ccc(F)cc3)C2)cc1C
  -15%	?	-16%
#45 O=S(=O)(NCCc1csc2nc(-c3ccc(F)cc3)nn12)c1ccc(Oc2ccccc2)cc1
  -3%	15µM*	.

Next section, starting with the last two of the part before.
Order of values – FEN1 inhibitor	TDP1 cell CPT	N370S GC mod
#44 Cc1ccc(NC(=O)N2CCCN(Cc3ccc(F)cc3)C2)cc1C
  -15%	?	-16%
#45 O=S(=O)(NCCc1csc2nc(-c3ccc(F)cc3)nn12)c1ccc(Oc2ccccc2)cc1
  -3%	15µM*	.
#46 CCc1ccccc1Nc1sc(C(=O)c2cccc(OC)c2)c(N)c1S(=O)(=O)c1ccccc1
  -15%	?	.
#47 Cn1c(=O)c2sccc2n2c(CCCC(=O)NCCc3ccccc3)nnc12
  1%	-7%	-1%
#48 COc1ccc(N=C2C(=O)N3CCCc4cccc2c43)cc1
  7%	?	0%
#49 Cc1ccc(C2Nc3cc(C)c(C)cc3-n3c(-c4ccccc4)c4c(=O)n(C)c(=O)n(C)c4c32)o1 (stereo unspecified)
  4%	7.3µM*	.
#50 O=C(OCC(=O)N1CCN(C(=O)c2ccco2)CC1)c1cccc(O)c1
  -7%	10%	-7%
#51 Clc1ccc(SCc2cc(-c3ccccc3)no2)cc1
  -5%	-2%	19%
#52 CC(=O)c1cccc(NC(=O)Cn2c(SCC(=O)Nc3ccc(F)cc3)nc3ccccc32)c1
  1%	-18%	.
#53 Cc1nc(N)sc1C(=O)OCC(C)C
  0%	-21%	1%
#54 COc1cccc(Cn2c(=O)c(-c3ccc(F)cc3)nc3cncnc32)c1
  .	-5%	14%
#55 C=CCn1c(SCC(=O)c2ccc(NS(=O)(=O)c3ccccc3)cc2)nnc1-c1cccs1
  2%	-28%	-2%
#56 CCN(CC)c1ccc(CNc2nnnn2C)cc1
  9%	?	1%
#57 CC(C)C(=O)Nc1ccc(NC(=S)NC(=O)c2ccc([N+](=O)[O-])cc2)cc1
  -4%	?	.
#58 COC(=O)c1ccc(NC(=O)c2cc(S(=O)(=O)N3CCC(C)CC3)cn2C)cc1
  17%	2%	.
#59 Cc1cc(C)c(C#N)c(Oc2ccccc2Br)n1
  -1%	8%	3%
#60 Cc1[nH]c2ccccc2c1C(=O)Cn1c(=O)oc2ccccc21
  -16%	-24%	-8%
#61 CCCn1c(SCC(=O)N2N=C3/C(=C/c4ccc(OC)cc4)CCCC3C2c2ccc(OC)cc2)n[nH]c1=O (stereo unspecified)
  3%	?	-1%
#62 CCC(=O)N1N=C(c2cccs2)CC1c1ccco1 (stereo unspecified)
  14%	-12%	-9%
#63 CCn1ccc2c(OCC(=O)NCc3ccccc3)cccc2c1=O
  5%	-8%	.
#64 CCOC(=O)C(C(=O)N1CCOCC1)C1CCCCC1 (stereo unspecified)
  1%	-7%	5%
#65 CCOC(=O)CN(C(=O)CSc1nnc2c(n1)[nH]c1ccc(F)cc12)c1ccccc1
  -14%	21µM*	-5%
#66 Cc1nnsc1C(=O)Nc1ccc(S(=O)(=O)N2CCCCC2)cc1
  3%	21µM*	0%
#67 O=C(Nc1ccc(Cl)cn1)c1ccc(COCC(F)(F)C(F)F)o1
  11%	-26%	3%
#68 O=C(COc1ccc2ccccc2c1Br)Nc1ncn[nH]1
  2%	-26%	10%
#69 Cc1cc(Br)ccc1NC(=O)c1ccccc1-c1ccccc1
  -6%	?	9%
#70 COc1cc2nc(C)sc2cc1SC
  -3%	?	4%
#71 CCOC(=O)c1cc(S(=O)(=O)N2CCN(c3cccc(OC)c3)CC2)[nH]n1
  -6%	?	.
#72 C=CC[C@@H](CC(=O)N[C@@H](CO)Cc1ccccc1)C(=O)N[C@H](COC(=O)[C@H](CC=C)CC(=O)OC(C)(C)C)Cc1ccccc1
  7%	?	.
#73 O=c1sc2ccccc2n1COc1ccccc1
  -14%	-24%	20%
#74 CC(=O)N1N=C(C)CC1c1ccc(OCc2ccccc2)cc1 (stereo unspecified)
  -1%	-23%	3%
#75 O=C(COc1ccc2ccccc2c1)N1CCN(C(=O)c2ccc([N+](=O)[O-])cc2)CC1
  -4%	-29%	-3%
#76 CCNC(=O)c1ccc2c(c1)S(=O)(=O)c1ccccc1C2=O
  -2%	-20%	1%
#77 CC(C)(C)c1ccc(C(=O)N2CCN(C(=O)c3ccco3)CC2)cc1
  0%	?	1%
#78 Cc1cccc(Nc2ccccc2C(=O)OCC(=O)N(C)C2CCS(=O)(=O)C2)c1C (stereo unspecified)
  -11%	?	-4%
#79 CCc1cc(C(=O)NNC(=S)NC2CCCCC2)cs1
  -12%	?	11%
#80 CC(C)c1ccccc1OCCNS(C)(=O)=O
  2%	11%	20%
#81 CCOC(=O)c1c(C)[nH]c(C(=O)COC(=O)[C@H](C)NC(=O)c2ccccc2Cl)c1C
  4%	-8%	-7%
#82 CCc1ccc2nc3sc(C(=O)Nc4nnc(CC)s4)c(N)c3cc2c1
  45µM*	?	-1%
#83 CC1CCCC(NC(=O)CCC(=O)N2CCOc3ccccc32)C1C (stereo unspecified)
  16%	?	-5%
#84 CC(=O)Nc1ccc(Sc2ncccc2C(=O)Nc2cc(Cl)cc(Cl)c2)cn1
  -17%	?	-3%
#85 CN(C)S(=O)(=O)c1ccc(NC(=O)CSc2nc3ccccc3n2-c2ccccc2)cc1
  -16%	?	-5%
#86 O=C(OCCN1C(=O)c2ccccc2C1=O)C1CCN(S(=O)(=O)c2cccs2)CC1
  -15%	-3%	-5%
#87 COc1ccc(NC(C)=O)cc1S(=O)(=O)Nc1cccc(S(=O)(=O)NC2=NCCC2)c1
  0%	0%	.
#88 CCOC(=O)C1CCCN(C(=O)c2ccc(C)c([N+](=O)[O-])c2)C1 (stereo unspecified)
  -1%	?	-3%
#89 O=C1c2ccccc2C(=O)N1CCCCNc1ccccc1
  -7%	-2%	.
#90 O=C(CCc1nc(-c2ccccc2)no1)NC1CCCCC1
  -3%	-26%	8%
#91 O=C(O)/C=C/c1ccc(S(=O)(=O)Nc2ccc(C(=O)NCC(=O)O)cc2)cc1
  6%	2%	0%
#92 COc1ccc2c(C(=O)c3ccc(C)cc3)n(Cc3ccc(C(N)=O)cc3)[n+]([O-])c2c1
  -7%	?	-19%
#93 CN1CCc2c(C#N)c(N3CCOCC3)nc(NCC3CCCO3)c2C1 (stereo unspecified)
  -1%	-7%	-3%
#94 CC1CCC(NC(=O)c2ccc3c(c2)N(Cc2ccccc2)C(=O)c2ccccc2S3(=O)=O)CC1 (stereo unspecified)
  -4%	?	.
#95 CCn1c(SCC(=O)NC)nnc1C(C)C
  2%	-6%	?
#96 COc1cc(C2Nc3cccc4cccc(c34)N2)ccc1OC(C)=O
  40µM*	16µM*	-1%
#97 CCOC(=O)N1CCN(C(=O)CSC2=NS(=O)(=O)c3cc(Cl)ccc3N2)CC1
  0%	-1%	1%

Some values from above:
`CCn1c(SCC(=O)NC)nnc1C(C)C` – TDP1 cell CPT: -6%
`CC(Oc1ccc2c3c(c(=O)oc2c1)CCC3)C(=O)NCc1cccnc1` (stereo unspecified) – FEN1 inhibitor: 5%
`CC(C)(C)c1ccc(C(=O)N2CCN(C(=O)c3ccco3)CC2)cc1` – N370S GC mod: 1%
`COc1cc2nc(C)sc2cc1SC` – N370S GC mod: 4%

A portion of the library (hit frequency here may not be typical).
